Rab2A wt mod: changes GTP binding to wildtype dog Rab2A, up or down | GST-Rab2 wt beads, Bodipy-GTP binding, flow cytometry | GTP binding activity, % at 10 µM | actives 0.19% (n = 190,000) | AID 760;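 active = GTP binding activity at least 20 points away from 100%, either lowered or raised; inconclusive = signal likely due to the compound's own green fluorescence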;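 note: 0% = beads with excess unlabeled GTP and 100% = no-compound control corrected for plate trend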
Mcl1 Bid PPI: Mcl-1/Bid interaction inhibition | TR-FRET Mcl-1/Bid-Dy647 peptide binding, 1536-well | inhibition, % at 21.7 µM | actives 0.97% (n = 220,000) | AID 1021;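 active = compounds that cut the binding signal by more than half at the single screening dose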;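 note: His-tagged Mcl-1 with europium anti-His antibody binding Bid BH3 peptide; 0% = Mcl-1 plus peptide wells and 100% = peptide-only wells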
Target sequence (Q07820 whole entry, looked up): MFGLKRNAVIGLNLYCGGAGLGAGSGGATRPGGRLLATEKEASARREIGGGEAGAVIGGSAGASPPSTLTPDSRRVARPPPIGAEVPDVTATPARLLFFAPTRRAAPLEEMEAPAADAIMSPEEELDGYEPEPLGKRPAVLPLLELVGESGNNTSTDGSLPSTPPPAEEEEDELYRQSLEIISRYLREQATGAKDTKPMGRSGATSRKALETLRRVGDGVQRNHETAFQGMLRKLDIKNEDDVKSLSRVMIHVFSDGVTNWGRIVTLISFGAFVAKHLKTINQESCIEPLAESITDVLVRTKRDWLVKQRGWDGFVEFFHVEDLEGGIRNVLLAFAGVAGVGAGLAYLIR
Rab7 wt modul: dog Rab7 wildtype GTP binding, inhibitors and activators; AID 758; GTP binding activity (percent of control), % at 10 µM; actives 0.055% (n = 190,000); GST-Rab7 beads, fluorescent GTP binding, flow cytometry; actives lie on both sides; untreated = 100%, excess cold GTP = 0%;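 active = fluorescent GTP binding to Rab7 beads changed by at least 20 points from the 100% baseline, either direction, mostly lower; inconclusive = compound itself probably fluorescent, or too few beads counted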;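 note: median green fluorescence of bound Bodipy-FL-GTP per Rab7 bead population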
Mcl1 Noxa PPI: Mcl-1/Noxa interaction inhibition; Q07820; TR-FRET Mcl-1/Noxa peptide binding, 2 h; inhibition, % at 21.7 µM; actives 1.5% (n = 220,000);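 active = compounds that cut the protein-peptide binding signal by more than 50% relative to plate controls in a single-dose test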;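 note: His-tagged Mcl-1 with rhodamine Noxa BH3 peptide and terbium anti-His antibody; 0% = Mcl-1 plus Noxa peptide wells and 100% = peptide-only wells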
Avidin fluor: avidin bead compound fluorescence profile | Avidin beads, compound fluorescence 488/530 nm, flow cytometry; hits give high values | fluorescence (KMESF) at 10 µM | actives 0.38% (n = 220,000) | AID 1775; in the data active = fluorescence above about 47; note: inactives centre near 10
Rac1 mut GTP: alters GTP binding to activated mutant human Rac1. P63000. GST-Rac1 activated beads, fluorescent GTP binding, flow cytometry; actives lie on both sides; 100% means binding = to untreated wells. percent activity (GTP binding), % at 10 µM. actives 0.11% (n = 190,000). AID 764;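 active = GTP binding at least 20 percentage points away from the 100% baseline, in either direction, so actives lie on both sides; inconclusive = Compound likely fluorescent itself, or too few beads counted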
Pf gametocyte: P. falciparum stage V gametocyte viability inhibition; P. falciparum stage V gametocytes, ATP luminescence, 24 h; inhibition, % at 10.9 µM; actives 0.065% (n = 150,000); AID 743093;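 active = inhibition above the mean plus 3 SD of compounds within the control limits, set per campaign, cut at about 38% in these data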;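 note: 0% = DMSO wells and 100% = medium only without gametocytes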
Cdc42 wt: modulators (inhibitors or activators) of GTP binding to human Cdc42 wildtype; percent activity (GTP binding), % at 10 µM; AID 761; P60953; GST-Cdc42 beads, Bodipy-GTP binding, flow cytometry; actives lie on both sides; actives 0.2% (n = 190,000);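 active = percent activity GTP binding at least 20 points away from the 100% baseline, either down as inhibitor or up as activator; inconclusive = compound flagged as likely green fluorescent from well-wide comparison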;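 note: median bead fluorescence of bound Bodipy-FL-GTP at 100 nM; 0% = excess unlabeled GTP control and 100% = no compound control; below 100% means less GTP binding so inhibitor and above means activator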
Target sequence (P60953 whole entry, looked up): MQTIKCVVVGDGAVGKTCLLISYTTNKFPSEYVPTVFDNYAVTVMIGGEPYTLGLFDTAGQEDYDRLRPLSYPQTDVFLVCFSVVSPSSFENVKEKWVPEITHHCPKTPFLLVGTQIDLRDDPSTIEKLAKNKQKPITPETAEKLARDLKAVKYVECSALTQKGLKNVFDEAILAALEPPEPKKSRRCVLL
Bim-Mcl-1: human Bim-Mcl-1 interaction inhibition. Bead-based flow cytometry, Bim peptide-Mcl-1 binding. actives 0.1% (n = 190,000). inhibition, % at 10 µM; in the data active = inhibition above about 40%;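 note: 0% = no compound tracer wells and 100% = peptide blocker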
HRas wt GTP bind: human HRas wildtype GTP binding, change in either direction; actives 0.14% (n = 190,000); GTP binding activity, % at 10 µM; GST-Ras wt beads, Bodipy-FL-GTP binding, flow cytometry; actives lie on both sides; P01112;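 active = GTP binding activity at least 20% away from the 100% baseline, either lowered as inhibitor or raised as activator; inconclusive = flagged as likely green fluorescent, judged across all proteins in the well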;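 note: 0% = unlabeled GTP competition control and 100% = no-compound control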
Target sequence (P01112 whole entry, looked up): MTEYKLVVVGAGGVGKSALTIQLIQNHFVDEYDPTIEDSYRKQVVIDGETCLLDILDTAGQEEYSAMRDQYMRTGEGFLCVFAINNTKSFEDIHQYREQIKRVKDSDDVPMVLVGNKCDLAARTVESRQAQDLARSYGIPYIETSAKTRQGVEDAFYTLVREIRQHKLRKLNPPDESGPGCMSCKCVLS
Rac1 wt GTP bind: modulators of human Rac1 wildtype GTP binding; GST-Rac1 beads, fluorescent GTP binding, flow cytometry; actives lie on both sides; 0 = cold GTP competed, 100 = untreated; GTP binding activity (% of control), % at 10 µM; actives 0.27% (n = 190,000); AID 757;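 active = GTP binding activity at least 20 points away from the 100% control level, either lower or higher; inconclusive = compound flagged as likely green fluorescent, judged across all proteins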
* marks the source's active call; other numbers are inactive results; ? = inconclusive; · = no result given. Random draw from the library. Share with any hit: about 2.7%.

SMILES	Rab2A wt mod	Mcl1 Bid PPI	Rab7 wt modul	Mcl1 Noxa PPI	Avidin fluor	Rac1 mut GTP	Pf gametocyte	Cdc42 wt	Bim-Mcl-1	HRas wt GTP bind	Rac1 wt GTP bind
Cc1ccc(-n2nc(CN3CCOCC3)c(-c3ccccc3)c2N)cc1Cl	98.0	-15.3	100.0	-1.0	26	100.0	14.1	103.0	-6.0	98.0	105.0
CC(CCc1ccccc1)NC(=O)CN(C)Cc1ccccc1F (centres undefined)	91.0	-5.9	91.0	-17.4	26	94.0	-6.9	91.0	0.0	89.0	93.0
COc1ccc(-c2nn(-c3ccccc3)cc2/C=N/Nc2cccc(C(=O)O)c2)cc1	93.0	-50.9	95.0	11.5	9	91.0	-24.6	93.0	-2.0	93.0	96.0
Cc1c(NC(=S)N2CCN(c3ccc(F)cc3)CC2)c(=O)n(-c2ccccc2)n1C	101.0	-45.0	102.0	7.0	11	100.0	8.6	103.0	-1.0	99.0	102.0
Cc1cccc(-c2nc3sc(C)cc3c(=O)o2)c1	101.0	-17.1	106.0	6.1	13	99.0	·	99.0	-4.0	101.0	101.0
Cc1ccc(NC(=O)c2cc(F)c(F)cc2Cl)nc1	97.0	-1.1	97.0	11.9	12	97.0	-9.7	98.0	-1.0	97.0	98.0
Cc1nn(CC(=O)OCC(=O)Nc2c(C(C)C)cccc2C(C)C)c(C)c1[N+](=O)[O-]	100.0	-20.6	104.0	12.4	12	99.0	8.1	98.0	-4.0	100.0	103.0
COc1cccc(C(=O)COc2ccc3c(C)c(Cc4ccccc4)c(=O)oc3c2C)c1	100.0	7.9	100.0	28.1	11	95.0	·	99.0	-9.0	100.0	104.0
Cc1ccc(NC(=O)C(C)OC(=O)CCNS(=O)(=O)c2ccc(C)cc2)cc1 (centres undefined)	102.0	-25.6	96.0	3.6	16	102.0	-2.4	100.0	-3.0	103.0	103.0
Cc1ccc(C(=O)CC(=O)c2cc(Cl)ccc2O)cc1	97.0	-19.0	98.0	4.7	7	98.0	·	102.0	-2.0	103.0	108.0
CC1C(=O)NN=C1C(=O)N/N=C\C(Br)=C\c1ccccc1 (centres undefined)	91.0	-26.8	89.0	-2.6	24	92.0	·	89.0	-21.0	92.0	91.0
O=C(CS(=O)(=O)c1cn(Cc2ccccc2Cl)c2ccccc12)N1CCOCC1	99.0	-5.7	93.0	31.5	6	99.0	·	101.0	-5.0	99.0	101.0
CCOC(=O)C1CCN(CC(O)COc2ccc(C(C)=O)cc2)CC1 (centres undefined)	103.0	-2.1	100.0	14.6	25	98.0	·	105.0	0.0	101.0	109.0
CC(C)(CN=C1NS(=O)(=O)c2ccccc21)CNC(=O)CN1C(=O)c2ccccc2C1=O	99.0	-5.0	104.0	10.2	32	99.0	·	110.0	-7.0	103.0	115.0
Cc1ccccc1-n1c(=O)cc(N2CCN(C(=O)c3ccco3)CC2)[nH]c1=O	101.0	-20.4	101.0	26.1	23	100.0	·	102.0	-1.0	101.0	105.0
Cc1ccc(C(=O)N(CN2CCCC2=O)c2ccccc2)cc1C	101.0	-6.7	102.0	-2.3	9	99.0	15.8	101.0	-2.0	102.0	101.0
CC1CN(C(=S)NC(=O)C2CCCCC2)CC(C)O1 (centres undefined)	101.0	-63.9	98.0	-0.8	13	104.0	7.0	99.0	-1.0	99.0	103.0
CCOC(=O)c1cc2c(n(-c3ccccc3)c1=O)CC(C)(C)CC2=O	94.0	-7.1	92.0	30.8	8	95.0	·	98.0	1.0	97.0	93.0
COc1cc(/C=N\Nc2nc3ccccc3o2)cc(OC)c1OC	98.0	-13.8	100.0	6.8	7	99.0	·	98.0	0.0	98.0	97.0
N#CC1=C(Nc2ccccc2)SC=C(c2ccc(Br)cc2)N=C1N1CCOCC1	94.0	-17.8	97.0	-6.0	9	92.0	7.6	96.0	0.0	94.0	94.0
Cc1ccc(Cn2ccc(O)c(Cc3ccccc3)c2=O)cc1	96.0	-49.1	96.0	4.1	10	96.0	11.8	99.0	1.0	99.0	98.0
COc1ccc(-c2[nH]c(-c3ccc(C)cc3)nc2SCC(=O)NC2CCCC2)cc1	100.0	-11.5	96.0	-1.4	7	98.0	·	100.0	-2.0	99.0	106.0
Cc1cc(C)cc(OCC(=O)NC2CCCc3ccccc32)c1 (centres undefined)	99.0	-2.2	99.0	5.8	5	98.0	-16.4	100.0	1.0	99.0	102.0
O=C(Oc1ccccc1-c1nnco1)c1ccccc1	97.0	5.2	94.0	14.0	12	93.0	·	101.0	-6.0	97.0	98.0
O=C(COC(=O)c1cc(-c2ccccc2)nc2ccccc12)Nc1ccc2c(c1)OCO2	98.0	2.6	102.0	12.1	6	97.0	3.1	102.0	-4.0	99.0	102.0
CC(=O)c1cccc(N(CC(=O)Nc2cccnc2)S(C)(=O)=O)c1	99.0	-23.1	103.0	-12.4	13	97.0	·	98.0	2.0	100.0	102.0
CC(C)COc1ccc(C(=O)Nc2ccc(NC(=O)c3ccco3)c(Cl)c2)cc1	95.0	-2.8	93.0	3.3	13	95.0	·	97.0	2.0	94.0	96.0
Cc1cc(=O)[nH]c(SCc2nc3ccc([N+](=O)[O-])cc3[nH]2)n1	99.0	-13.5	95.0	8.0	12	98.0	-7.5	99.0	-1.0	99.0	101.0
C=CCSc1nc2sc3c(c2c(=O)n1CC)CCc1ccccc1-3	99.0	-22.7	101.0	-8.8	17	94.0	·	101.0	-9.0	103.0	99.0
COc1ccc(C(C)=O)cc1CSc1nncn1-c1ccccc1	99.0	-4.3	100.0	15.7	16	99.0	13.7	101.0	-2.0	99.0	102.0
Cc1ccc(NC(=O)CCSCCC(=O)Nc2ccc(C)c(C)c2)cc1C	92.0	-21.9	94.0	-2.0	35	92.0	·	96.0	-3.0	94.0	95.0
O=[N+]([O-])c1ccc(C(O)CNC(=S)Nc2ccccc2)cc1 (centres undefined)	100.0	-49.7	104.0	5.2	14	99.0	9.5	100.0	-3.0	100.0	101.0
CN(C)CC(O)COC(c1ccccc1)c1ccccc1 (centres undefined)	94.0	0.4	92.0	14.4	21	97.0	-17.3	97.0	0.0	95.0	93.0
Cc1sc2nc(C)n(/N=C/c3ccccc3O)c(=O)c2c1C	92.0	-5.4	99.0	11.3	7	93.0	-14.7	94.0	-1.0	94.0	95.0
COc1ccc(N2CC(=O)N(c3ccccc3)C2=S)cc1	98.0	7.9	97.0	-2.1	13	97.0	·	102.0	-5.0	99.0	102.0
CC(=O)Nc1sc(NC(=O)c2ccccc2)nc1-c1cccs1	99.0	-45.9	99.0	16.6	11	97.0	9.4	104.0	-2.0	103.0	106.0
O=C(CCNc1cc(Cl)cc(Cl)c1)c1cccs1	98.0	-4.6	101.0	20.3	33	97.0	·	101.0	0.0	101.0	103.0
CCCCCCCC(=O)Nc1ccc(S(=O)(=O)Nc2nccs2)cc1	96.0	-12.9	98.0	11.7	2	99.0	-3.0	99.0	-4.0	97.0	103.0
O=C(Nc1ccccc1)c1ccc(-c2ccc(F)cc2)s1	97.0	-30.4	97.0	-13.1	10	98.0	10.2	102.0	2.0	97.0	98.0
c1ccc(Cc2nnc(-c3ccccc3)o2)cc1	99.0	-23.3	98.0	-18.2	8	95.0	-1.3	95.0	0.0	98.0	99.0
CC(C)Oc1ccc(Cc2c(O)nc(NCCCN(C)C)[nH]c2=O)cc1	96.0	-27.0	99.0	3.6	21	95.0	·	99.0	-2.0	95.0	100.0
Cc1cccc(C(=O)N2CCN(c3ccc(C(F)(F)F)cn3)CC2)c1C	98.0	-39.6	93.0	11.7	30	99.0	16.7	102.0	-1.0	100.0	101.0
COc1cc(/C=N/NC(=O)c2cccc([N+](=O)[O-])c2)ccc1OC(=O)c1ccco1	100.0	-39.5	109.0	13.9	5	96.0	-10.8	97.0	3.0	98.0	99.0
CCOC(=O)c1ccc(NC(=O)CCc2nc(-c3ccccc3Cl)no2)cc1	103.0	-37.1	100.0	2.4	14	101.0	·	102.0	-4.0	101.0	104.0
Cn1c(SCC(=O)NCc2cccs2)nnc1-c1ccc(O)cc1	100.0	-18.0	103.0	7.9	10	97.0	0.5	99.0	0.0	100.0	99.0
O=C(NC1CCN(Cc2ccccc2)CC1)c1ccc2c(c1)[nH]c(=O)n2Cc1ccc(F)cc1	100.0	-0.6	104.0	5.1	14	96.0	·	100.0	-1.0	99.0	102.0
CC(=O)N[C@H]1C[C@@H]1c1ccccc1	99.0	-28.5	100.0	-8.7	5	99.0	·	100.0	-2.0	99.0	103.0
O=C(NNC(=O)C1CCN(c2ncccn2)CC1)c1ccncc1	?	-17.2	?	-15.0	10	?	3.0	?	-3.0	?	?
Cc1ccc(CSc2nnc(-c3ccc(NS(=O)(=O)c4ccccc4)cc3)o2)cc1	95.0	27.5	97.0	11.5	13	95.0	·	94.0	0.0	96.0	98.0
CCCc1cc(=O)n2c([nH]c3ccccc32)c1C#N	103.0	-122.5	104.0	28.2	6	101.0	·	102.0	2.0	103.0	104.0
Cc1nn(-c2ccccc2)c(C)c1CCC(=O)O	101.0	-8.2	98.0	11.8	35	101.0	8.5	103.0	0.0	99.0	104.0
COc1ccc(-c2nc(C#N)c(N3CCOCC3)o2)cc1OC	105.0	2.4	103.0	12.0	25	101.0	·	106.0	3.0	106.0	105.0
O=C(O)C1OC2OC3(CCCCC3)OC2C2OC3(CCCCC3)OC12 (centres undefined)	101.0	-26.6	100.0	9.8	8	100.0	·	103.0	-8.0	101.0	105.0
Cc1ccc(N2CCN(c3ccc(C)cc3)C(CC(=O)O)C2=O)cc1 (centres undefined)	97.0	-5.6	97.0	19.1	10	93.0	-26.3	95.0	0.0	96.0	93.0
CCN(CC)S(=O)(=O)c1ccc(S(=O)(=O)N2CCCC2C(=O)O)cc1 (centres undefined)	98.0	-17.4	101.0	-21.9	7	97.0	·	102.0	4.0	101.0	102.0
Fc1cc(F)c2nc(N3CCOCC3)sc2c1	102.0	10.6	98.0	-7.5	15	100.0	·	104.0	-1.0	100.0	103.0
CCC(=O)Nc1sc(C(=O)OC)c(C)c1C(=O)OC	90.0	-0.6	91.0	-0.8	25	93.0	30.9	92.0	2.0	93.0	94.0

Compound activity (PubChem)
